PAX8 inh HTS – inhibitors of PAX8 transcriptional activity in RMG-I cells; RMG-I TPO-luciferase reporter, SteadyGlo, 24 h; inhibition, % at 12.6 µM; 360,000 tested, 1.2% active; AID 652154;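 active = mean replicate inhibition at least 60% with every replicate also reaching 60%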;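 also: luciferase light reporting Pax8 driven TPO promoter activity; plate controls were median of neutral control wells for no effect and mitoxantrone controls for full effect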
Casp6 inh – blocks human caspase-6 cleavage activity | 350,000 tested, 0.53% active | purified caspase-6, Z-VEID-R110 cleavage fluorescence | P55212 | AID 686996 | inhibition, % at 12.5 µM;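 active = mean inhibition across replicates at least about 35%, with every replicate also reaching that limit, limit read from the data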;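 also: 0% = median of neutral control wells and 100% = no fluorescence left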
Target sequence (P55212 24-179 limits assumed): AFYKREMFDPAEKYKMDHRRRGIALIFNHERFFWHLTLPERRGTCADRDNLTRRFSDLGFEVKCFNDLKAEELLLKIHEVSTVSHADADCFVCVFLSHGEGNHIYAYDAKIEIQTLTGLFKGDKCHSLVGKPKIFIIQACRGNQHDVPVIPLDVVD
Target sequence (P55212 194-293 limits assumed): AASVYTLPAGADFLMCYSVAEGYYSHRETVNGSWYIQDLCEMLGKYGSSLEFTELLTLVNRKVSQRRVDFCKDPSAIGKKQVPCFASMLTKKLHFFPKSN
PGC1a acetyl inh – PGC1a acetylation modulation, inhibitor mode. U2OS PGC1a acetylation, AlphaScreen anti-acetyl-lysine; with virally co-expressed GCN5 acetyltransferase. inhibition, % at 15.6 µM. 350,000 tested, 0.17% active. AID 651687;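 active = every replicate shows inhibition of at least 40%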;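 also: 0% = neutral control wells and 100% = positive control wells; some results beyond the cut were filed as inactive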
LGR2 inh – blocks bursicon-induced cAMP signaling via Drosophila LGR2 | AID 720647 | inhibition, % at 9.99 µM | 380,000 tested, 0.35% active | HEK293 LGR2, CRE-luciferase, bursicon-stimulated, 4 h;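 active = drop in luminescence signal, shown as inhibition above about 50% in the replicate tests, limit read from the data, passing the limit was not always enough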;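 also: agonist challenge used bursicon conditioned medium at about half maximal strength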
miR122 inh – blocks miR-122 activity in Huh7 sensor cells; Huh7 miR-122 Renilla luciferase sensor, 48 h; neutral wells = 0, positive control = 100; activation (reporter increase), % at 12.5 µM; 340,000 tested, 0.3% active; AID 602342;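 active = mean replicate activation score at least 90 and every replicate individually at or above 90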;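 also: higher luciferase means less miR-122 activity so hits act as miR-122 inhibitors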
EWS-Fli block – EWS/Fli transcriptional activity inhibition. A673 NR0B1-luciferase reporter, viability-normalised. inhibition, % at 12.6 µM. 350,000 tested, 0.67% active;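 active = mean inhibition of at least 50% after viability correction, with every replicate also passing that limit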;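 also: firefly luciferase signal divided by Alamar Blue viability fluorescence both relative to DMSO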
FN deposition inh – fibronectin deposition inhibition. AH1F fibroblasts, Alexa488-fibronectin deposition fluorescence, overnight. inhibition, % at 12.6 µM. 350,000 tested, 0.086% active. AID 743247;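 active = mean inhibition across replicates of 30% or more, regardless of how many single replicates reach that level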;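 also: positive control wells lacked labelled fibronectin entirely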
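Material – AH1F fibroblast monolayer, labelled fibronectin deposition · Reagent – labelled fibronectin 24 nM · Timing – 1 h adhesion, overnight exposure · Measured by – fluorescence at 485 nm excitation, 525 nm emission · Read-out – inhibition of fibronectin deposition signal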
Cneo AK release – causes C. neoformans cell lysis | adenylate kinase release luminescence, 4 h; normalised: neutral wells 0, clomiphene wells 100 | lysis activity, % at 15 µM | 360,000 tested, 0.2% active;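 active = mean lysis activity across replicates of at least 80%, whatever share of replicates individually reach that level; inactive = mean lysis activity below 80%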
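Schedule: static 4 h at 37 °C with compound, 1 h detection; system: C. neoformans cells; benchmarks: Clomiphene as positive control; buffer or medium: fresh YPD medium; measure: luminescence rise reflecting yeast cell lysis; measured by: luminescent adenylate kinase detection reagent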
* marks the source's active call; other numbers are inactive results; [ ] = dose if it differs, or a comment.

`Cc1ccc(NC(=S)N2CCN(S(C)(=O)=O)CC2)cc1Cl` gave PAX8 inh HTS 10, Casp6 inh -2, LGR2 inh -7, EWS-Fli block 2, FN deposition inh 8 and Cneo AK release 1.
For CCCN(C)C[C@H]1OCCCC[C@H](C)Oc2ccc(NC(=O)C3CCCCC3)cc2C(=O)N([C@@H](C)CO)C[C@H]1C the results were PAX8 inh HTS -5, Casp6 inh 5, PGC1a acetyl inh 5, LGR2 inh 10, miR122 inh 17[16.7 µM], EWS-Fli block 2 and Cneo AK release 3.
Screening C/C=C/c1ccc([C@H]2[C@@H](CO)N(C(=O)NCCC)[C@@H]2CNC(=O)C2CCC2)cc1 returned PAX8 inh HTS 12, PGC1a acetyl inh -3, LGR2 inh 8, miR122 inh 21[16.7 µM], EWS-Fli block 2, FN deposition inh 1 and Cneo AK release 3.
For COc1ccc(-n2c(SCC(=O)Nc3cccc(C(=O)O)c3)nnc2-c2ccco2)cc1 the results were PAX8 inh HTS 12, Casp6 inh 2, LGR2 inh -14, EWS-Fli block -7, FN deposition inh 1 and Cneo AK release -1.
Screening COc1ccc(-c2ccc([C@H]3[C@H](CO)N4C(=O)CN(Cc5ccc(F)cc5)C[C@@H]34)cc2)cc1 returned PAX8 inh HTS 6, Casp6 inh -1, PGC1a acetyl inh -10, LGR2 inh 1 and EWS-Fli block 6.
Screening CCCNC(=O)[C@@H]1[C@@H](CO)[C@@H]2Cn3c(ccc(-c4ccccc4OC)c3=O)[C@@H]2N1CC returned PAX8 inh HTS 12, Casp6 inh 1, LGR2 inh -3, miR122 inh 1[16.7 µM], EWS-Fli block 0 and Cneo AK release 1.
`COc1ccc(/C=C/C(=O)O)cc1S(=O)(=O)Nc1ccc2c(c1)OCO2` gave PAX8 inh HTS 3, Casp6 inh 8, PGC1a acetyl inh -2, LGR2 inh -3, miR122 inh 17, EWS-Fli block 4, FN deposition inh 7 and Cneo AK release 1.
`Nc1cc(C(=O)c2cccs2)ccc1Cl` gave PGC1a acetyl inh 4, LGR2 inh -7, miR122 inh 2, FN deposition inh 0 and Cneo AK release -1.
CC(NC(=O)Nc1ccc(F)cc1F)c1ccc2c(c1)OCO2 (configuration not stated) was read as PAX8 inh HTS -2, Casp6 inh -2, PGC1a acetyl inh -3, LGR2 inh 8, miR122 inh -8, EWS-Fli block 0, FN deposition inh 5 and Cneo AK release -2.
C[C@@H]1CN([C@@H](C)CO)C(=O)CCCn2cc(nn2)CO[C@@H]1CN(C)C(=O)Nc1ccccc1C(F)(F)F was read as PAX8 inh HTS 2, PGC1a acetyl inh -5, LGR2 inh 2, miR122 inh -1[16.7 µM], EWS-Fli block 1 and FN deposition inh 3.
O=C(COC(=O)c1cccnc1)Nc1cccc(Cl)c1 was read as PAX8 inh HTS 4, PGC1a acetyl inh 32, miR122 inh -2 and Cneo AK release -1.
`CCN(CC)c1nc2ccccc2nc1C(C#N)C(=O)NCCc1ccccc1` (configuration not stated) gave PAX8 inh HTS 12, PGC1a acetyl inh -1, miR122 inh -4, FN deposition inh -24 and Cneo AK release -1.
For COC(=O)/C=C/c1cccc([C@H]2[C@@H]3C=CC[C@@H](C)[C@@H]3C(=O)N2Cc2ccccc2)c1 the results were PAX8 inh HTS -5, Casp6 inh -1, PGC1a acetyl inh -1, LGR2 inh 14, miR122 inh -5, EWS-Fli block 12 and Cneo AK release -2.
Screening CN1CCN(C(=O)C23CCC(C)(c4nc5ccccc5nc42)C3(C)C)CC1 (configuration not stated) returned PGC1a acetyl inh 5, miR122 inh -8, FN deposition inh -3 and Cneo AK release 1.
Screening Cc1nnc(SCC(=O)N(CC(C)C)C2CCS(=O)(=O)C2)n1N (configuration not stated) returned PAX8 inh HTS -16, Casp6 inh 1, PGC1a acetyl inh -3, LGR2 inh -4, miR122 inh -3, EWS-Fli block -15, FN deposition inh -14 and Cneo AK release 1.
O=C(COc1ccccc1)NC(NC(=S)Nc1ccccc1C(=O)O)C(Cl)(Cl)Cl (configuration not stated) was read as PAX8 inh HTS 9, PGC1a acetyl inh -6, miR122 inh -5, FN deposition inh -2 and Cneo AK release 5.
`Cc1cccc(C2CC(c3ccccc3)Nc3nc(N)nn32)c1` (configuration not stated) gave PAX8 inh HTS -13, Casp6 inh -1, LGR2 inh -26, miR122 inh -5, EWS-Fli block -2, FN deposition inh 9 and Cneo AK release 0.
For O=C(CCCN1C(=O)NC2(CCCC2)C1=O)Nc1ccc(Cl)c(S(=O)(=O)N2CCOCC2)c1 the results were PAX8 inh HTS 2, Casp6 inh -3, PGC1a acetyl inh 4, LGR2 inh 16, miR122 inh -8, EWS-Fli block -4, FN deposition inh 9 and Cneo AK release 1.
Screening O=C(Nc1ccccc1F)c1cc(S(=O)(=O)N2CCOCC2)cs1 returned PAX8 inh HTS 14, Casp6 inh 4, PGC1a acetyl inh 5, LGR2 inh 1, miR122 inh -1, EWS-Fli block -3, FN deposition inh -5 and Cneo AK release 7.
`CC(NC(=O)C1CCN(C(=O)Nc2ccccc2)CC1)c1ccc(Cl)cc1` (configuration not stated) gave PAX8 inh HTS 2, Casp6 inh -3, PGC1a acetyl inh 15, LGR2 inh 7, miR122 inh -5, EWS-Fli block 0, FN deposition inh 1 and Cneo AK release -1.
COc1ccc(S(=O)(=O)N(C)C[C@@H]2Oc3ccc(N(C)C)cc3C(=O)N([C@H](C)CO)C[C@@H]2C)cc1 was read as PAX8 inh HTS 0, Casp6 inh 2, PGC1a acetyl inh -14, LGR2 inh -11, miR122 inh -8[16.7 µM], EWS-Fli block 1 and Cneo AK release 10.
Screening COc1ccc(C(=O)NC2CCCc3c2cnn3-c2ccc(C)c(C)c2)c(OC)c1OC (configuration not stated) returned PAX8 inh HTS 11, Casp6 inh 2, LGR2 inh 7, FN deposition inh 3 and Cneo AK release 1.
Screening COC(=O)[C@H]1[C@H](CO)[C@H]2Cn3c(ccc(-c4ccccc4F)c3=O)[C@H]2N1CC1CCCC1 returned PAX8 inh HTS 0, Casp6 inh 3, LGR2 inh -9, miR122 inh 7[16.7 µM], EWS-Fli block 3 and Cneo AK release -5.
CCc1cccc(CC)c1C(OC(C)=O)c1cccnc1 (configuration not stated) was read as PAX8 inh HTS -1, Casp6 inh -5, PGC1a acetyl inh -10, LGR2 inh -3, EWS-Fli block -11 and FN deposition inh 1.
CC(=O)N1CCN(Cc2nc3cc(NC(=O)COc4cccc(C)c4)ccc3n2C)CC1 was read as PAX8 inh HTS -10, Casp6 inh -33, LGR2 inh 13, EWS-Fli block 5, FN deposition inh -1 and Cneo AK release -1.
Screening COc1ccc(C(=O)n2nc(C)c(Br)c2C)cc1 returned PAX8 inh HTS 13, PGC1a acetyl inh -4, miR122 inh 4, FN deposition inh -3 and Cneo AK release 1.
Screening C/C(=N\NC(=O)c1nnn(-c2nonc2N)c1CSc1ccc(C)cc1)c1cccnc1 returned PAX8 inh HTS 0, Casp6 inh 0, PGC1a acetyl inh 3, LGR2 inh 15, miR122 inh 6, EWS-Fli block -33, FN deposition inh 0 and Cneo AK release 0.
Oc1ccccc1CN1CCCC(N2CCc3ccccc3C2)C1 (configuration not stated) was read as PAX8 inh HTS 12, Casp6 inh -3, PGC1a acetyl inh -20, LGR2 inh 6, miR122 inh 3, EWS-Fli block 18, FN deposition inh 3 and Cneo AK release -4.
Screening O=C(COc1cccc2c1CCN(Cc1ccc(Cl)cc1)C2=O)N1CCOCC1 returned PAX8 inh HTS 17, Casp6 inh -6, PGC1a acetyl inh 3, LGR2 inh 0, EWS-Fli block 19 and FN deposition inh 1.
`CC(C)C[C@H]1COc2cccc(N(C)CCO)c2S(=O)(=O)N1` gave PAX8 inh HTS -11, Casp6 inh 0, LGR2 inh 8, EWS-Fli block 3 and FN deposition inh 4.
`O=C1CC(=O)N(CCc2ccc(F)cc2)C(=O)N1` gave PGC1a acetyl inh 15, LGR2 inh -3, miR122 inh 0 and Cneo AK release -5.
Screening Cc1cc(C)n(-c2nnc(C)n2NC(=O)c2cccc(Cl)c2)n1 returned PAX8 inh HTS 5, PGC1a acetyl inh 1, miR122 inh 1, FN deposition inh 7 and Cneo AK release 2.
`COc1cccc(NC(=O)CSc2nnnn2C2CCCCC2)c1` gave PAX8 inh HTS -10, Casp6 inh 1, PGC1a acetyl inh 4, LGR2 inh 6, miR122 inh 1, EWS-Fli block 11, FN deposition inh 3 and Cneo AK release 0.
For CCOC(=O)C1=C(c2ccccc2)Nc2ncnn2C1c1ccccn1 (configuration not stated) the results were PAX8 inh HTS 6, PGC1a acetyl inh 6, miR122 inh 1, FN deposition inh -3 and Cneo AK release -1.
For COc1cc(F)c(C2=CC(=O)C[C@H](c3ccc(Cl)cc3)C2)cc1F the results were PAX8 inh HTS -35, Casp6 inh 4, PGC1a acetyl inh -25, LGR2 inh -22, miR122 inh -8, EWS-Fli block -9, FN deposition inh -2 and Cneo AK release -1.
CP(=O)(Nc1cc(Cl)ccc1Cl)c1nc2c(s1)CCCC2 (configuration not stated) was read as PAX8 inh HTS 29, Casp6 inh 1, PGC1a acetyl inh 3, LGR2 inh -3, miR122 inh 6, EWS-Fli block 7, FN deposition inh -18 and Cneo AK release 0.
`CCC(Sc1nc2n[nH]c(C)c2c(=N)n1-c1cccc(Cl)c1)C(=O)NCCOC` (configuration not stated) gave PGC1a acetyl inh -1, LGR2 inh -20, miR122 inh 4 and Cneo AK release -2.
COC(=O)[C@@H]1C(c2c(OC)cc(OC)cc2OC)=NO[C@H]1C(=O)OC was read as PAX8 inh HTS 4, Casp6 inh -3, LGR2 inh 2, miR122 inh -13, EWS-Fli block 13, FN deposition inh 4 and Cneo AK release 3.

Entries listed so far that contain fluorine, in the order listed:
Screening COc1ccc(-c2ccc([C@H]3[C@H](CO)N4C(=O)CN(Cc5ccc(F)cc5)C[C@@H]34)cc2)cc1 returned PAX8 inh HTS 6, Casp6 inh -1, PGC1a acetyl inh -10, LGR2 inh 1 and EWS-Fli block 6.
CC(NC(=O)Nc1ccc(F)cc1F)c1ccc2c(c1)OCO2 (configuration not stated) was read as PAX8 inh HTS -2, Casp6 inh -2, PGC1a acetyl inh -3, LGR2 inh 8, miR122 inh -8, EWS-Fli block 0, FN deposition inh 5 and Cneo AK release -2.
C[C@@H]1CN([C@@H](C)CO)C(=O)CCCn2cc(nn2)CO[C@@H]1CN(C)C(=O)Nc1ccccc1C(F)(F)F was read as PAX8 inh HTS 2, PGC1a acetyl inh -5, LGR2 inh 2, miR122 inh -1[16.7 µM], EWS-Fli block 1 and FN deposition inh 3.
Screening O=C(Nc1ccccc1F)c1cc(S(=O)(=O)N2CCOCC2)cs1 returned PAX8 inh HTS 14, Casp6 inh 4, PGC1a acetyl inh 5, LGR2 inh 1, miR122 inh -1, EWS-Fli block -3, FN deposition inh -5 and Cneo AK release 7.
Screening COC(=O)[C@H]1[C@H](CO)[C@H]2Cn3c(ccc(-c4ccccc4F)c3=O)[C@H]2N1CC1CCCC1 returned PAX8 inh HTS 0, Casp6 inh 3, LGR2 inh -9, miR122 inh 7[16.7 µM], EWS-Fli block 3 and Cneo AK release -5.
`O=C1CC(=O)N(CCc2ccc(F)cc2)C(=O)N1` gave PGC1a acetyl inh 15, LGR2 inh -3, miR122 inh 0 and Cneo AK release -5.
For COc1cc(F)c(C2=CC(=O)C[C@H](c3ccc(Cl)cc3)C2)cc1F the results were PAX8 inh HTS -35, Casp6 inh 4, PGC1a acetyl inh -25, LGR2 inh -22, miR122 inh -8, EWS-Fli block -9, FN deposition inh -2 and Cneo AK release -1.
